# Assay outcomes: PubChem BioAssay, The Scripps Research Institute Molecular Screening Center
# TEAD-YAP block = TEAD-YAP interaction inhibition. HEK-TIYL cells, TEAD-Gal4/YAP UAS-luciferase luminescence. inhibition, % at 9.12 µM. 1.4% of 640,000 active. AID 1259422; in the data active = inhibition above about 32%;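 also: 0% = median of test compound wells and 100% = reference inhibitor wells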
# MITF inh = blocks human microphthalmia-associated transcription factor; AlphaScreen MITF homodimerization, bead proximity signal; inhibition, % at 2.6 µM; O75030; AID 1259374; 0.91% of 650,000 active; in the data active = inhibition above about 50%;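 also: 0% = vehicle wells with protein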
# Target sequence (O75030 whole entry, looked up): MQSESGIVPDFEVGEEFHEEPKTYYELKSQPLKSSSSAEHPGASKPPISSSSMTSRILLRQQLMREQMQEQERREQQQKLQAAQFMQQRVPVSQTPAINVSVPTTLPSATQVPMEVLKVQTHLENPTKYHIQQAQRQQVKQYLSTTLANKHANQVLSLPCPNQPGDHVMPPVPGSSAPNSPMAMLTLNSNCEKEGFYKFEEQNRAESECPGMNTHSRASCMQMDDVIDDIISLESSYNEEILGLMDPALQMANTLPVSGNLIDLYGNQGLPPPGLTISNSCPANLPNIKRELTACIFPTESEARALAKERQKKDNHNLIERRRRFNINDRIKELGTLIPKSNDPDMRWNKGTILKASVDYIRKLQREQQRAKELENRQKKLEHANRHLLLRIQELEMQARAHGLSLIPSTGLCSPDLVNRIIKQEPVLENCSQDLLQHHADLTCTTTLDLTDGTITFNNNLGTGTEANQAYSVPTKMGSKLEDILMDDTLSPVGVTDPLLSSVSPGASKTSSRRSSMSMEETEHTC
# GPR151 ag = human GPR151 activation | Q8TDV0 | PathHunter beta-arrestin GPR151 cells, luminescence | activation, % at 11.2 µM | 1% of 650,000 active | AID 1508602; in the data active = activation above about 4.9%;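 also: 0% = median of compound wells and 100% = cells with positive control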
# Target sequence (Q8TDV0 whole entry, looked up): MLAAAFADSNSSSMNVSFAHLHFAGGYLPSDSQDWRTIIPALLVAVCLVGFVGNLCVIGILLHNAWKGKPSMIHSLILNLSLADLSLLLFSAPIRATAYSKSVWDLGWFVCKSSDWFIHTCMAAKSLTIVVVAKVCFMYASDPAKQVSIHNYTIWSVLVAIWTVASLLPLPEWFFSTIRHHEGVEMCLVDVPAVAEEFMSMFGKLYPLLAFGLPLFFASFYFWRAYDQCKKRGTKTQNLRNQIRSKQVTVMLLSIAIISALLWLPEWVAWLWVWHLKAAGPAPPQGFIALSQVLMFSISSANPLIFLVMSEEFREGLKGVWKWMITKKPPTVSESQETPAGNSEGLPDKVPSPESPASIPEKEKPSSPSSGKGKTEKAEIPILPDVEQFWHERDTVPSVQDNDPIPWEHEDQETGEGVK
# FBW7 act = human FBW7 E3 ligase activation, primary screen; Q969H0; AlphaScreen FBW7–phospho-cyclin E peptide binding, activator screen; normalized activity (activation), % at 26.1 µM; 0.13% of 650,000 active; in the data active = normalized activity above about 1.9%;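 also: purified mutant Fbw7 with reduced substrate affinity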
# Active calls of the source: *; & = joins results of further samples. No enrichment for hits. About 3.4% of those tested had a hit in this group.
SMILES,TEAD-YAP block,MITF inh,GPR151 ag,FBW7 act
CN1CCN(C(=O)CSc2nc(-c3ccc(F)cc3)cc(C(F)(F)F)c2C#N)CC1,10,11,0.6,0.8
COc1c(OC(C)=O)ccc(/C=N/NC(=O)c2ccc(C)nc2)c1[N+](=O)[O-],-12,8,-1.2,0.0
C/C(=N\NC(=O)c1n[nH]c2c1CCC2)C1CC1,52*,8,1.0,-0.1
Cc1ccc(N(CC(=O)NC(C(C)C)C(C)C)S(C)(=O)=O)cc1,-11,10,-0.1,0.1
Cc1ccc(NC(=O)CS(=O)CC(=O)Nc2ccc3c(c2)CCC3)cc1C (configuration not stated),5,-2,0.7,0.1
Cc1ccc(S(=O)(=O)CCC(=O)Nc2ccc(C)c(Cl)c2)cc1,3,1,-0.6,0.0
Cc1cc(C(F)(F)F)nc(SCc2cccc(Br)c2)c1C#N,-9,3,-0.1,0.2
CCOC(=O)CSc1nc2ccccc2c(=O)[nH]1,0&-3,3&8,3.0&1.5,0.0&-0.1
Cc1cc(C)cc(Nc2ncnc3c2c(-c2ccccc2)cn3-c2ccc(C)c(Cl)c2)c1,-5,2,0.0,0.1
CC1=C(C(=O)OCC2CCCCC2)C(c2cccc(O)c2)NC(=O)N1 (configuration not stated),-8,8,-0.4,-0.5
CCCC1=NN2C(=N)/C(=C/c3ccc(OCCOc4ccc(C)c(C)c4)cc3)C(=O)N=C2S1,4,9,-1.2,0.0
Cc1ccc2nc(-c3cccnc3)[nH]c2c1,-28,-13,-6.4,-0.1
COc1ccccc1CC(=O)Nc1cc(C(=O)O)cc(C(=O)O)c1,10,9,1.1,0.1
CCc1ccc(-c2csc(NC(=O)c3cccc(Oc4ccccc4)c3)n2)cc1,1,-2,0.2,0.1
CNC1CCN(Cc2c(OC)cccc2OC)CC1,25,14,3.1,0.3
O=C1C2CC=C(Cl)CC2C(=O)N1CCNC1CCCCC1 (configuration not stated),-1,9,-0.7,0.1
O=C(Nc1cccnc1)C1CC1c1ccccc1 (configuration not stated),-4,16,-0.6,-0.1
Cc1cccc(S(=O)(=O)Nc2ccc([N+](=O)[O-])cc2)c1,1,4,3.4,-0.1
Cc1nc(Nc2ccc3c(c2)OCO3)c2c3c(sc2n1)CCCC3,17,8,2.0,-0.1
COc1ccc(C(=O)Nc2ccccc2C#N)cc1,-35,8,-0.6,0.2
Cc1ccc(S(=O)(=O)c2nnn3c2nc(NCc2ccco2)c2ccccc23)cc1,-7,-3,-0.4,-0.1
COc1ccccc1CC(=O)N1CCC(c2ccnc3nc(C(F)(F)F)nn23)CC1,-1,-2,-0.5,0.0
C=CCNC(=O)C1CC(=O)c2sc(NC(=O)C3CCC3)nc2C1 (configuration not stated),8,2,-0.4,0.5
O=C(Cn1nnc2c(cnn2-c2ccccc2)c1=O)NC1CC1,-17,4,1.4,0.0
CCC(=O)Nc1c2c(nn1-c1cccc(Cl)c1)CS(=O)C2 (configuration not stated),8,-15,2.5,0.1
SMILES,TEAD-YAP block,MITF inh,GPR151 ag,FBW7 act
O=C(NC1CC1)c1ccc2c(c1)NC(=O)C(CS(=O)(=O)Cc1ccccc1Cl)N2 (configuration not stated),-1,4,0.1,0.4
CC(C)(C)c1ccc(N2C(=O)CCC2=O)cc1,-2,3,-0.1,-0.1
Cc1c(Cl)cccc1NC(=O)c1cc2n(n1)C(C(F)(F)F)CC(c1ccccc1)N2 (configuration not stated),-3,1,0.2,0.1
COCCSc1ccccc1C(=O)Nc1ccccc1F,-1,3,2.8,-0.1
O=c1[nH]c(NCc2ccco2)nnc1Cc1ccc(Cl)cc1,15,5,0.4,0.2
CC(CN(C)C)CN1c2ccccc2Sc2ccccc21 (configuration not stated),8,5&17,1.0&1.9,-0.1&0.2
N#CC1=C(N)Oc2c(cc(Cl)c3ccccc23)C1c1cccnc1 (configuration not stated),2,10,-0.1,0.1
COc1cccc(NC(=O)c2cc(Cl)cc(Cl)c2OC)c1,-9,-5,1.1,-0.1
COC(=O)C1=CN(Cc2cccs2)C=C(C(=O)OC)C1c1cccs1,2,-10,-1.4,0.2
CCOC(=O)CNC(=O)c1sc2ncn(Cc3cccc(F)c3)c(=O)c2c1C,-9,12,-0.9,0.7
CC1CC(C)N(C(=O)c2cc(-c3ccccc3)on2)C(C)C1 (configuration not stated),-26,0,1.0,0.1
COc1ccc(-c2cc(C(F)(F)F)n3nc(C(=O)N4CCCCCC4)c(Cl)c3n2)cc1OC,-2,-7,-0.4,0.1
COC(=O)c1c(NC(=O)CCl)sc(C(=O)N2CCOCC2)c1C,2,10,-0.2,0.0
Cc1nn(C(C)C)c(C)c1CN1CCN(C2CCN(C(C)C)CC2)C(CCO)C1 (configuration not stated),14,4,1.5,-0.1
CCOC(=O)C1=C(C)N=c2s/c(=C\c3cn(Cc4ccccc4)c4ccccc34)c(=O)n2C1c1ccc(N(C)C)cc1 (configuration not stated),-13,6,0.6,0.1
Oc1cccc(CCC2CCCCN2Cc2nc(-c3cnccn3)no2)c1 (configuration not stated),2,-2,-0.8,0.0
Cc1ccc(S(=O)(=O)Nc2ccccc2CNc2ccccc2)cc1,-18,3,-0.4,0.3
Cc1ccc(-c2nnc(Nc3cccc(O)c3)c3ccccc23)cc1S(=O)(=O)NC(C)(C)C,-14,0,-1.3,-0.2
Cc1[nH]c(=O)[nH]c(=O)c1S(=O)(=O)N1CCC(C)CC1,8,8,0.7,0.0
CCOC(=O)c1cccc(N2C(=O)c3ccc(NC(=O)c4ccc(Br)cc4)cc3C2=O)c1,-11,-6,-0.3,-0.1
Cn1c(-c2cccc([N+](=O)[O-])c2)cnc1NCc1cccc(O)c1,-10,39,0.3,-0.1
O=C(CSCc1ccccc1)Nc1cccc2ccc(-n3ccnc3)nc12,7,6,0.1,0.1
Cn1c(Nc2nc3ccc(C(=O)Nc4ccccc4)cc3s2)nc2ccccc21,-36,4,1.5,0.4
Cc1ccc(NC(=O)CSC2=NS(=O)(=O)c3ccccc32)c(C)c1,7,0,1.4,1.0
Cc1cc(C)c(C)c(S(=O)(=O)N2CCC(N3CCCCC3)CC2)c1C,-10,1,3.6,-0.2

# Given with tabs: 4 of the compounds above
compound	TEAD-YAP block	MITF inh	GPR151 ag	FBW7 act
COC(=O)c1c(NC(=O)CCl)sc(C(=O)N2CCOCC2)c1C	2	10	-0.2	0.0
Cc1nn(C(C)C)c(C)c1CN1CCN(C2CCN(C(C)C)CC2)C(CCO)C1 (configuration not stated)	14	4	1.5	-0.1
CCOC(=O)C1=C(C)N=c2s/c(=C\c3cn(Cc4ccccc4)c4ccccc34)c(=O)n2C1c1ccc(N(C)C)cc1 (configuration not stated)	-13	6	0.6	0.1
Oc1cccc(CCC2CCCCN2Cc2nc(-c3cnccn3)no2)c1 (configuration not stated)	2	-2	-0.8	0.0

# (listing goes on)
SMILES,TEAD-YAP block,MITF inh,GPR151 ag,FBW7 act
CN(C)c1ccc(NC2CC(=O)N(c3cccc(Cl)c3)C2=O)cc1 (configuration not stated),4,18,-0.4,0.1
Cc1cccc(C(=O)n2cnc3cc(C)c(C)cc32)c1,2,8,0.5,-0.2
CCOc1ccc(NC(=O)c2ccc(Cl)c([N+](=O)[O-])c2)cc1,-9,10,-0.3,0.0
CC(=O)c1ccc(OCC(O)CNC(C)C)cc1 (configuration not stated),9,5,-0.9,0.1
CCOC(=O)C1=C(C)N(C)C(=S)NC1c1c(OCc2ccccc2)ccc2ccccc12 (configuration not stated),5,8,2.1,0.2
O=C1CC(/C=C/c2ccc([N+](=O)[O-])cc2)=Nc2ccccc2N1,-20,5,1.0,-0.4
Cc1ccc(C)c(NC(=O)CCC(=O)NNC(=O)C(c2ccccc2)c2ccccc2)c1,-7,-10,-0.9,0.0
CCCCCCOC(=O)C1=C(C)NC(=O)NC1c1ccccc1Cl (configuration not stated),5,-7,-0.2,0.1
S=c1nn[nH]n1-c1ccccc1,-2,-5,2.0,-0.2
CC1CCC(C(C)C)C(OC(=O)c2ccncc2)C1 (configuration not stated),0,-13,-1.5,-0.1
CCOc1ccc(C(=O)N(CCOC)Cc2cc3cccc(C)c3[nH]c2=O)cc1,11,5,-0.7,0.4
O=C1CCC(C(=O)N2CCN(Cc3ccccc3)CC2)N1 (configuration not stated),-4,3,0.6,0.2
Cc1ccccc1Nc1nnc(SCC(=O)N2C(C)CCCC2C)s1 (configuration not stated),1,25,1.5,-0.1
COc1ccc(Nc2nc(C(=O)NCc3ccc4c(c3)OCO4)cs2)cc1,-2,15,-0.4,0.2
CCc1ccc(NC(=O)c2sc3ncnc(N4CCN(c5ccc(OC)cc5)CC4)c3c2C)cc1,-13,-11,-0.7,-0.2
CCC(=O)N1N=C(c2ccccc2)CC1c1ccc([N+](=O)[O-])cc1 (configuration not stated),7,8,-0.7,0.0
CCOC(=O)c1c(C)[nH][n+]2c(C(=O)OCC)c(C)nn12,6,10,0.4,0.0
CC(C)(C)N(NC(=O)Nc1ccccc1)C(=O)c1ccccc1N,-13,-6,0.5,-0.1
COc1cc(Nc2nc(Nc3ccc4ncccc4c3)ncc2C)cc(OC)c1OC,25,8,1.4,0.0
Cc1ccc(OCC(=O)Nc2cc3nn(-c4ccccc4)nc3cc2C)cc1,-10,1,-0.7,-0.2
CC1CCN(C(=O)CSc2nnc3c4cc(F)ccc4n(C)c3n2)CC1,-2,2,-0.1,0.0
N#Cc1c(NC(=O)c2cccc3ccccc23)sc2c1CCCC2,43*,-5,0.3,-0.1
Cc1ccc(-c2nc(-c3cc(C(C)(C)C)c(O)c(C(C)(C)C)c3)[nH]c2-c2ccc(C)c(C)c2)cc1C,-19,-27,-1.5,-0.1
Cc1ccc(C(=O)C2C(c3cccs3)C(C#N)(C#N)C3C=Cc4ccccc4N23)cc1 (configuration not stated),43*,-17,1.0,-0.2
COc1ccc(CN2C(=O)CC(C(N)=O)SC2=Nc2ccc(OC)cc2)cc1 (configuration not stated),12,15,-0.1,0.0

# Part of the list above in a different format.
Cc1ccc(C)c(NC(=O)CCC(=O)NNC(=O)C(c2ccccc2)c2ccccc2)c1
  TEAD-YAP block: -7	MITF inh: -10	GPR151 ag: -0.9	FBW7 act: 0.0
CCCCCCOC(=O)C1=C(C)NC(=O)NC1c1ccccc1Cl (configuration not stated)
  TEAD-YAP block: 5	MITF inh: -7	GPR151 ag: -0.2	FBW7 act: 0.1
S=c1nn[nH]n1-c1ccccc1
  TEAD-YAP block: -2	MITF inh: -5	GPR151 ag: 2.0	FBW7 act: -0.2
CC1CCC(C(C)C)C(OC(=O)c2ccncc2)C1 (configuration not stated)
  TEAD-YAP block: 0	MITF inh: -13	GPR151 ag: -1.5	FBW7 act: -0.1

# More records
SMILES,TEAD-YAP block,MITF inh,GPR151 ag,FBW7 act
CSc1nnc2c(n1)OC(/C=C/c1ccccc1)Nc1ccc(Br)cc1-2 (configuration not stated),0,-7,-1.4,-0.1
O=c1[nH]nc(-c2cccc3ncccc23)o1,2,2,-1.1,0.2
CCOc1ccccc1C(=O)N/N=C/c1ccc(F)cc1,9,13,-0.1,0.2
CCN(CC)S(=O)(=O)c1ccc2oc(C(=O)NCc3ccco3)c(C)c2c1,9,7,-0.8,0.1
CC(C)CC(C(=O)Nc1sc2c(c1C(N)=O)CCC(C)C2)N1C(=O)c2ccccc2C1=O (configuration not stated),2,13,-0.1,0.0
CCc1nnc(NS(=O)(=O)c2ccc(NC(=O)c3cccc(OC)c3)cc2)s1,0,-7,-0.8,0.0
CCN1CCN(c2cc(C)c3cc(NC(=S)NCCCOC(C)C)ccc3n2)CC1,11,-2,-0.6,-0.1
COc1ccc(C(C)C)cc1-c1cnc2ccc(N[C@H](CO)C(C)C)nn12,14,2,-1.2,0.1
COc1ccc(C/C(C#N)=C/Nc2ccc(C)cc2)cc1,-65,3,-0.1,0.0
O=S(=O)(NCCSCc1ccc(Cl)cc1)c1ccccc1,3,15,-1.1,0.2
Cc1oc(C(=O)O)cc1CN1CCCC1,13,7,0.8,0.4
O=C(NC1CC1)c1csc(Nc2ncccn2)n1,2,1,-1.0,0.1
COc1cccc(Nc2nc(NC3CCCCC3)nc3c2cnn3C)c1,12,3,-0.5,-0.1
COc1ccc(NC(C)=O)cc1NC(=O)CN1CCN(c2ccccn2)CC1,-3,-5,-1.1,0.0
COc1ccc(C2C(C(=O)N3CCN(c4ccccn4)CC3)c3ccccc3C(=O)N2C2CCCCC2)cc1 (configuration not stated),-3,8,0.3,-0.1
COC(=O)c1ccc(-n2ncnc2-c2ccc(Br)cc2)cc1,3,-7,-1.8,-0.2
Cc1c(NC(=O)NC(=O)COc2ccc(Cl)cc2Cl)c(=O)n(-c2ccccc2)n1C,-2,-3,0.2,-0.2
O=C(CNS(=O)(=O)c1ccc(F)c(F)c1F)OCC(=O)c1c[nH]c2ccccc12,-1,16,-1.9,0.2
CCCOC(=O)C1=C(C)NC2=C(C(=O)CC(C)(C)C2)C1c1ccc(OC)cc1OC (configuration not stated),-6,-6,-1.3,0.5
NC(=O)c1ccccc1Nc1ccnc(Nc2ccc(N3CCNCC3)cc2)c1,4,8,-0.1,-0.7
CCSC1=NSC2=NC(=O)/C(=C\c3ccc(Br)o3)C(=N)N12,8,83*,-0.4,-0.4
O=C(/C=C/c1ccc2ccccc2c1)OCc1ccco1,4,-2,0.8,0.0
CN(C)C(=O)C(=O)c1cccn1-c1ccccc1C#N,7,1,2.4,-0.1
COc1ccccc1N1C(=O)c2ccc(C(=O)NC(C)(C)C)cc2C1=O,7,-10,-0.9,-0.1
O=C(NCCN1CCOCC1)c1cnc(Nc2nccc3ccccc23)s1,-1,3,3.2,0.1

# Whole records, looked up by structure. Order of values: TEAD-YAP block	MITF inh	GPR151 ag	FBW7 act
# Listed for CCSC1=NSC2=NC(=O)/C(=C\c3ccc(Br)o3)C(=N)N12 → 8	83*	-0.4	-0.4
# Listed for CCN1CCN(c2cc(C)c3cc(NC(=S)NCCCOC(C)C)ccc3n2)CC1 → 11	-2	-0.6	-0.1
